# TLR4-MyD88 BLA = TLR4-MyD88 interaction inhibition in cells. inhibition, % at 8.4 µM. 200,000 tested, 0.18% active. HeLa CL3-4 TLR4/MyD88 BLA complementation, FRET ratio; in the data active = inhibition above about 25%;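 note: 0% = vehicle and 100% = reference inhibitor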
# Target sequence (O00206 whole entry, looked up): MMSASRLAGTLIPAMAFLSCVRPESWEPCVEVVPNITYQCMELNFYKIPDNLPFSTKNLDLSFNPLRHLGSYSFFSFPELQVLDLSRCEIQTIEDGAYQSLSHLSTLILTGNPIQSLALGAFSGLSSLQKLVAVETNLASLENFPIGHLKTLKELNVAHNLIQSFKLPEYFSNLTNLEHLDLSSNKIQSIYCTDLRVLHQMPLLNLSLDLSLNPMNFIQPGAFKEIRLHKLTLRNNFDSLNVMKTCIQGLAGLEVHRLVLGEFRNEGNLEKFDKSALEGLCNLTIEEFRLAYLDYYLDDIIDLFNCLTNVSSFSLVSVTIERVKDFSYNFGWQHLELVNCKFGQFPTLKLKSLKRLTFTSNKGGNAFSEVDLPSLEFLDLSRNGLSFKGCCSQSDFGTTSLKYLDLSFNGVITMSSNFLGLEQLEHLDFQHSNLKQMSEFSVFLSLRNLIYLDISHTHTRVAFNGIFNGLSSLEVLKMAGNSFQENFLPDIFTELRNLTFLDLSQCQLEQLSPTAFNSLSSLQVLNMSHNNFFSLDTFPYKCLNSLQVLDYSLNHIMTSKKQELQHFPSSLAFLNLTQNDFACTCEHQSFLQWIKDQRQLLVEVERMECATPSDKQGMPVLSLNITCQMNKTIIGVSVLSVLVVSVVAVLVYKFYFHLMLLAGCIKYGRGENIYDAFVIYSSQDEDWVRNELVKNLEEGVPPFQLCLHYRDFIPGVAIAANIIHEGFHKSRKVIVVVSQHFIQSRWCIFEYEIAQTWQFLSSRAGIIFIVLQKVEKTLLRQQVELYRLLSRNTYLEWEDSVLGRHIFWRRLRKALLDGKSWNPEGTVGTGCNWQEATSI
# Target sequence (Q99836 whole entry, looked up): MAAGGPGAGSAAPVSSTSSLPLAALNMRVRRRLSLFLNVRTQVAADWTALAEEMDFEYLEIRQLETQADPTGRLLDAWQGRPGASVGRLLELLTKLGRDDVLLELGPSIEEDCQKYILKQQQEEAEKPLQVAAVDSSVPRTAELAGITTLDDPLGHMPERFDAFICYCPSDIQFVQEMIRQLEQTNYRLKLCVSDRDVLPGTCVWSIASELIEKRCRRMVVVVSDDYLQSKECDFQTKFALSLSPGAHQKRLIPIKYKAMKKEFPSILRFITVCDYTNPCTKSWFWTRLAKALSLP
# FLuc inhib CS = counter-screen for luciferase assay inhibitors: firefly luciferase inhibition. P08659. ATPLite firefly luciferase biochemical luminescence, 10 min. inhibition, % at 10 µM. 200,000 tested, 1.5% active. AID 1006;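 active = inhibition above about 50% when tested at 10 µM, limit read from the data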
# Diaphorase act = counter-screen for diaphorase-based assays: diaphorase activators and chemical reducers; Diaphorase/resazurin coupled assay, resorufin fluorescence, 16 min; stronger effect = higher value; 1 = vehicle wells, 0 = NADH-free wells; activation factor at 20 µM; 190,000 tested, 0.005% active; AID 1229;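 active = diaphorase activity raised at least twofold by the compound at 20 µM; inactive = activation factor below 2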
#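 Material: Clostridium kluyveri diaphorase, purified enzyme; Quantity: enzyme 0.07 U/mL final; Medium: HEPES pH 7.4 buffer with MgCl2 and Tween 20; Dosing: single compound dose of 20 µM, 1% DMSO final; Schedule: 16 min reaction at room temperature; Measured by: red resorufin fluorescence at 544/590 nm excitation/emission.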
# APP transl inh = APP translation inhibition | SH-SY5Y APP 5'UTR-luciferase reporter, luminescence | inhibition, % at 2 µM | 190,000 tested, 0.82% active;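 active = inhibition above a set limit, derived from the sample mean plus 3 SD, cut at about 45% in these data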; note: values of inactives mirror those of a sister screen read the other way
# STAT1 act = STAT1 signaling activation | activation (% of control), % at 5.5 µM | NIH 3T3 STAT1-luciferase reporter, IFN-gamma, luminescence; 100% = IFN-gamma alone, no compound | AID 932 | 200,000 tested, 2.6% active;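 active = activation above the screen-wide mean activation plus 3 SD, cut at about 130% in these data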;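 note: raw ratio to IFN-gamma control signal so 100% means no change and 0% no light; values of inactives mirror those of a sister screen read the other way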
# Diaphorase inh = diaphorase inhibition or chemical oxidation counter-screen. diaphorase resazurin-to-resorufin fluorescence, NADH, 16 min; bacterial (C. kluyveri) enzyme, not human. inhibition, % at 20 µM. 190,000 tested, 0.69% active;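 active = primary screen inhibition at 20 µM above a set limit, cut at about 50% in these data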;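 note: plate controls were DMSO with full reaction for no effect and wells lacking NADH for full effect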
#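 controls = No-NADH positive control and DMSO neutral control | system = Clostridium kluyveri diaphorase enzyme | timing = reaction incubation of 16 min at room temperature | signal = resorufin fluorescence 544/590 nm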
# APP 5'UTR act = APP 5'UTR luciferase reporter activation; AID 1276; activation, % at 2 µM; SH-SY5Y APP 5'UTR luciferase reporter, luminescence; zero percent = DMSO vehicle wells; 190,000 tested, 1% active;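 active = activation above a set limit, based on mean plus 3 SD of controls, cut at about 140% in these data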; note: values of inactives mirror those of a sister screen read the other way
# FLuc stim CS = firefly luciferase counter-screen for stimulation assays | P08659 | activation factor at 10 µM | AID 1027 | ATPlite luciferase biochemical, luminescence, 10 min; 0 = ATP-free wells, 1 = DMSO control | 200,000 tested, under 10 active;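 active = luciferase activation factor, scaled between plate controls, of at least 2 with compound at 10 µM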
#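 System: Luciferase/luciferin detection reagent, cell-free biochemical luciferase assay | Medium: PBS buffer for ATP | Dosing: Test compounds dosed from 2 mM stocks in 100% DMSO | Timing: 10 min at ambient temperature | Signal: Luminescence measurement of luciferase light output | Evaluation: Luciferase activation, seen as luminescence increase over controls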
# G6PDH CS = counter-screen for G6PDH assay hits: L. mesenteroides G6PDH inhibition | inhibition, % at 5 µM | 200,000 tested, 0.12% active | Purified L. mesenteroides G6PDH, diaphorase/resazurin coupled fluorescence, 45 min | AID 1020; in the data active = inhibition above about 50%
# NF-kB expr up = compounds increasing NF-kB expression in human neuronal cells; NF-kB reporter expression; stronger effect = higher value; fold change at 12.5 µM; 190,000 tested, 1.6% active; in the data active = fold change above about 3.3
# The depositor's hits bear a star; nt = not tested or not shown. This is a random part of the collection; about 5.6% have a hit in one of these screens.
1) Cc1ccc(C(=O)NNC(=O)CSc2nnc3c(n2)[nH]c2ccc(C)cc23)cc1
2) Cc1ccc(S(=O)(=O)CCc2nc3ccccc3s2)cc1
3) CCOC(=O)c1sc(NC(=O)c2ccc3ncsc3c2)nc1C
4) CC(=O)Nc1c(NC(C)C)c2ccccc2oc1=O
5) CCOc1ccc(/C(O)=C2\C(=O)C(=O)N(c3cc(C)on3)C2c2ccccc2OC)cc1 (stereo unspecified)
6) COC(=O)c1ccccc1S(=O)(=O)N(Cc1cc2ccc(OC)cc2[nH]c1=O)CC1CCCO1 (stereo unspecified)
screen / no.	1	2	3	4	5	6
TLR4-MyD88 BLA	-1	-2	1	-3	9	8
FLuc inhib CS	1	-3	29	-4	0	-8
Diaphorase act	1.1	0.8	1	0.9	0.9	0.8
APP transl inh	19	13	-83	-8	5	2
STAT1 act	100	97	148*	105	82	96
Diaphorase inh	-13	18	0	11	14	17
APP 5'UTR act	-19	-13	83	8	-5	-2
FLuc stim CS	1	1	0.7	1	1	1.1
G6PDH CS	-1	5	-49	2	22	12
NF-kB expr up	0.97	0.8	2	1.1	1.1	1.2

7) O=C(NCc1ccccc1)C(=O)NCC1OCCN1S(=O)(=O)c1ccc2c(c1)OCCO2 (stereo unspecified)
8) CN1CCc2c(sc(N)c2C(=O)O)C1
9) CC(C)(C)CN1CCNC(=O)C1CC(=O)N1CCC(C(=O)N2CCOCC2)CC1 (stereo unspecified)
10) CN(C)CC/C=C1\c2cc(F)ccc2CSc2ccccc21
11) O=P(Cc1ccccn1)(c1ccccc1)c1ccccc1
12) O=C(CC12CC3CC(CC(C3)C1)C2)N/N=C\c1ccc[nH]1
screen / no.	7	8	9	10	11	12
TLR4-MyD88 BLA	-4	-4	-19	-10	3	-2
FLuc inhib CS	-12	2	-3	-6	-3	-5
Diaphorase act	0.9	0.9	0.8	0.9	1	0.7
APP transl inh	6	3	-6	-2	2	2
STAT1 act	95	94	109	93	92	114
Diaphorase inh	14	6	15	8	4	31
APP 5'UTR act	-6	-3	6	2	-2	-2
FLuc stim CS	1.1	1	1	1.1	1	1.1
G6PDH CS	14	3	6	-8	6	4
NF-kB expr up	1	1.1	1.2	1.1	1	1

13) Cc1sc(NC(=S)Nc2ccc(F)cc2)c(C(N)=O)c1C
14) Clc1cccc2c1CCN(Cc1nc(-c3cnccn3)no1)C2
15) Cc1nn(-c2ccccc2)c(C)c1CCC(=O)O
16) CNC(=O)c1ccc(-n2cccn2)nc1
17) COc1ccc(C)cc1-n1c(N)c(C#N)c(C#N)c1-c1ccc(OC)c(OC)c1OC
18) COc1ccc(OCC(=O)NN2Cc3ccccc3C2=N)cc1
screen / no.	13	14	15	16	17	18
TLR4-MyD88 BLA	0	-1	9	-10	0	-13
FLuc inhib CS	-3	-4	-1	0	-1	-4
Diaphorase act	0.4	1	0.9	1.1	0.8	1
APP transl inh	-9	-33	-1	18	2	1
STAT1 act	99	98	106	95	96	102
Diaphorase inh	58*	1	14	-7	20	0
APP 5'UTR act	9	33	1	-18	-2	-1
FLuc stim CS	1	1	1	1	1	1
G6PDH CS	12	-1	5	-2	-8	6
NF-kB expr up	1.1	0.82	1.2	1.2	1.3	0.93

19) Cc1ccc2nc(SCC(=O)Nc3ccc(C(N)=O)cc3)[nH]c2c1
20) CCOC(=O)C1(O)CSc2nc3sc(C(=O)O)c(C)c3c(=O)n21 (stereo unspecified)
21) Cc1occc1C(=O)NNC1=CC(=O)CC(C)(C)C1
22) CCOCCCNC(=O)C1CC(=O)N(C2CCCC2)C1 (stereo unspecified)
23) Cc1ccnc2nc(C(=O)Nc3ccc(N4CCOCC4)cc3)nn12
24) COC(=O)c1c(Oc2nc(OC)cc(OC)n2)cccc1Oc1nc(OC)cc(OC)n1
screen / no.	19	20	21	22	23	24
TLR4-MyD88 BLA	7	-8	-12	-4	6	1
FLuc inhib CS	2	-4	-4	-7	12	-4
Diaphorase act	0.9	0.9	0.9	0.8	1	1.1
APP transl inh	-5	-5	-6	-14	-9	-3
STAT1 act	97	100	105	91	101	100
Diaphorase inh	11	13	10	20	-4	-9
APP 5'UTR act	5	5	6	14	9	3
FLuc stim CS	1	1	1	1.1	0.9	1
G6PDH CS	3	-2	2	13	5	4
NF-kB expr up	0.97	0.92	1.1	1.2	1.5	1.1

# Of the compounds above, four have an NH in an aromatic ring:
1) Cc1ccc(C(=O)NNC(=O)CSc2nnc3c(n2)[nH]c2ccc(C)cc23)cc1
6) COC(=O)c1ccccc1S(=O)(=O)N(Cc1cc2ccc(OC)cc2[nH]c1=O)CC1CCCO1 (stereo unspecified)
12) O=C(CC12CC3CC(CC(C3)C1)C2)N/N=C\c1ccc[nH]1
19) Cc1ccc2nc(SCC(=O)Nc3ccc(C(N)=O)cc3)[nH]c2c1
screen / no.	1	6	12	19
TLR4-MyD88 BLA	-1	8	-2	7
FLuc inhib CS	1	-8	-5	2
Diaphorase act	1.1	0.8	0.7	0.9
APP transl inh	19	2	2	-5
STAT1 act	100	96	114	97
Diaphorase inh	-13	17	31	11
APP 5'UTR act	-19	-2	-2	5
FLuc stim CS	1	1.1	1.1	1
G6PDH CS	-1	12	4	3
NF-kB expr up	0.97	1.2	1	0.97

# The list continues:
25) COc1ccc(OC)c(C2NC(=S)NC3=C2N2CCC3CC2)c1 (stereo unspecified)
26) CCOc1ccc(N2C(=O)CC(NCCc3c[nH]c4ccccc34)C2=O)cc1 (stereo unspecified)
27) O=C(CSc1nc2[nH]ncc2c(=O)n1-c1ccccc1)NCCc1ccccc1
28) O=c1c(C/C=C/c2ccccc2)c(O)nc2n1CCCS2
29) Cc1ccc(C(=O)CCC(=O)O)cc1
30) CC1CN(C2CC(C)(C)NC(C)(C)C2)CCC1=O (stereo unspecified)
screen / no.	25	26	27	28	29	30
TLR4-MyD88 BLA	5	8	-9	9	3	-1
FLuc inhib CS	-4	-2	1	-6	0	-10
Diaphorase act	0.9	0.9	0.9	0.8	1	1
APP transl inh	-3	1	10	2	6	12
STAT1 act	105	96	101	99	99	105
Diaphorase inh	13	7	13	16	-1	4
APP 5'UTR act	3	-1	-10	-2	-6	-11
FLuc stim CS	1	1	1	1.1	1	1.1
G6PDH CS	-1	-3	12	7	6	8
NF-kB expr up	1.3	1.2	1.2	0.88	1.2	1.2

31) CSCCC(NC(=O)OCc1ccccc1)C(=O)O (stereo unspecified)
32) CCOC(=O)c1c(C)c(C(=O)N2CCc3ccccc3C2)c(C)n1CC
33) C=CCc1ccc(OCC(O)CO)c(OC)c1 (stereo unspecified)
34) Cc1ccccc1CN1CCN(C/C=C/c2ccccc2)CC1
35) CCC(=O)Nc1sccc1C(=O)OC
36) CS(=O)(=O)N1Cc2ccccc2CC1C(=O)Nc1ccccc1C(N)=O (stereo unspecified)
screen / no.	31	32	33	34	35	36
TLR4-MyD88 BLA	3	-4	6	-8	10	-2
FLuc inhib CS	0	-6	1	-2	0	-2
Diaphorase act	0.9	0.9	0.9	0.9	0.9	0.8
APP transl inh	-3	-5	-3	8	-3	-7
STAT1 act	93	99	99	92	99	103
Diaphorase inh	14	14	12	13	11	18
APP 5'UTR act	3	5	3	-8	3	7
FLuc stim CS	1	1.1	1	1	1	1
G6PDH CS	10	-4	3	14	3	1
NF-kB expr up	1.4	1.1	1	1.1	1.1	0.88

# Sorted by value in STAT1 act (falling): three of the compounds above
no.	compound	STAT1 act
30	CC1CN(C2CC(C)(C)NC(C)(C)C2)CCC1=O (stereo unspecified)	105
16	CNC(=O)c1ccc(-n2cccn2)nc1	95
34	Cc1ccccc1CN1CCN(C/C=C/c2ccccc2)CC1	92

# The list continues:
37) Cc1cc(C)c(C(=O)OCCNC(=O)c2cccnc2)cc1C
38) Nc1c(C(=O)NCCN2CCOCC2)c2nc3ccccc3nc2n1-c1ccc2c(c1)OCO2
39) CCC(C)(C)n1nnnc1C(c1ccc2ncccc2c1)N1CCN(c2nc3ccccc3s2)CC1 (stereo unspecified)
40) CC(C)C(c1nnnn1Cc1ccccc1)N1CCN(Cc2ccco2)CC1 (stereo unspecified)
41) CCC(C(=O)O)n1c(C(F)(F)F)nc2ccccc21 (stereo unspecified)
42) NC(=O)c1ccc(-n2nnnc2SCC(=O)Nc2ccc(N3CCOCC3)c(Cl)c2)cc1
screen / no.	37	38	39	40	41	42
TLR4-MyD88 BLA	-2	4	5	-5	6	9
FLuc inhib CS	-6	4	-5	-6	-7	-2
Diaphorase act	0.9	0.7	0.7	0.9	1	0.8
APP transl inh	7	-4	-2	2	8	-6
STAT1 act	95	98	103	98	97	108
Diaphorase inh	13	27	35	10	1	15
APP 5'UTR act	-7	4	2	-1	-8	6
FLuc stim CS	1.1	1	1.1	1.1	1.1	1
G6PDH CS	-1	0	-17	11	3	-24
NF-kB expr up	0.84	0.68	0.28	1	0.94	0.87

# One compound at a time (already shown). Order of values: TLR4-MyD88 BLA	FLuc inhib CS	Diaphorase act	APP transl inh	STAT1 act	Diaphorase inh	APP 5'UTR act	FLuc stim CS	G6PDH CS	NF-kB expr up
# CCC(C)(C)n1nnnc1C(c1ccc2ncccc2c1)N1CCN(c2nc3ccccc3s2)CC1 (stereo unspecified) is entered as 5	-5	0.7	-2	103	35	2	1.1	-17	0.28
# CC(C)C(c1nnnn1Cc1ccccc1)N1CCN(Cc2ccco2)CC1 (stereo unspecified) is entered as -5	-6	0.9	2	98	10	-1	1.1	11	1

# Other records
43) Cc1ccccc1OCC(O)CN(CCO)Cc1ccccc1 (stereo unspecified)
44) CN(C)C(=O)CSc1nnc(Cc2ccc([N+](=O)[O-])cc2)o1
45) CCOCc1cn(CC(=O)c2ccc(Cl)cc2)c(C)nc1=N
46) CN(C)/C=N/c1c(C#N)cnn1-c1ccc(C(F)(F)F)cn1
47) Nn1c(-c2cccc(Br)c2)n[nH]c1=S
48) CCOC(=O)C(N)CSC1CC(=O)N(c2ccc(C(=O)OC)cc2)C1=O (stereo unspecified)
49) CCOC(=O)C(C)Oc1cccc2c(=O)n(CC(=O)NCc3ccco3)ccc12 (stereo unspecified)
50) COc1ccccc1N1CCN(c2ccc(-c3ccccc3)nn2)CC1
screen / no.	43	44	45	46	47	48	49	50
TLR4-MyD88 BLA	-12	0	2	-26	6	-3	7	5
FLuc inhib CS	-4	-5	-2	-8	-2	-5	-1	90*
Diaphorase act	1	1.1	0.9	0.9	0.7	0.9	1	0.9
APP transl inh	-2	-16	8	5	-14	-5	94*	90*
STAT1 act	101	104	95	101	106	100	106	112
Diaphorase inh	-4	-5	6	10	32	12	3	8
APP 5'UTR act	2	16	-8	-5	14	5	-94	-90
FLuc stim CS	1	1.1	1	1.1	1	1.1	1	0.1
G6PDH CS	10	3	6	7	5	-6	8	-51
NF-kB expr up	nt	0.9	1.1	0.98	0.96	0.91	3.1	6.6*

# High-throughput results deposited in PubChem BioAssay by several laboratories.
